hIAP act = human IAP activation; P09923; purified human IAP, CDP-Star luminescence, 30 min; active compounds read high; 1 = vehicle-only enzyme, 0 = enzyme-free background; activation factor at 10 µM; 0.16% of 330,000 active; AID 2524;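 active = activation factor of the enzyme at least 2-fold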; also: the source names both 10 and 20 µM as test concentration; values of inactives mirror those of a sister screen read the other way
Target sequence (P09923 whole entry, looked up): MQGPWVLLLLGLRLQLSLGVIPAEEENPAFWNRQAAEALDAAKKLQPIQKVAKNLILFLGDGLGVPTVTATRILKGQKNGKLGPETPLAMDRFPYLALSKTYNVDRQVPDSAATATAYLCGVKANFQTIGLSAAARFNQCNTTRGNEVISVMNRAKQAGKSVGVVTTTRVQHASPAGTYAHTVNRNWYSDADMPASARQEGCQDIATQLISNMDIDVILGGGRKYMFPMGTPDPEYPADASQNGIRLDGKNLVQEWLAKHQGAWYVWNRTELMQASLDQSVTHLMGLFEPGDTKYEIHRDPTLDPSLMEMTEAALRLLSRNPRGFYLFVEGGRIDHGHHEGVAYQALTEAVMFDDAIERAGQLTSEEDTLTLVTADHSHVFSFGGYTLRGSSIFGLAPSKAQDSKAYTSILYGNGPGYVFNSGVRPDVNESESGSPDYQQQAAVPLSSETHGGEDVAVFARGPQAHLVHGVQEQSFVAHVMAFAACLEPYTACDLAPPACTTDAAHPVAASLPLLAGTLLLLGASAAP
mIAP activ = mouse IAP activation; muIAP, CDP-Star luminescence, 30 min; active compounds read high; 1 = vehicle-only enzyme signal, 0 = enzyme-free wells; activation factor at 10 µM; 0.24% of 330,000 active;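 active = activation factor of at least 2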; also: the source names both 10 and 20 µM as test concentration; values of inactives mirror those of a sister screen read the other way
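System: Mouse IAP enzyme | Also added: CDP-Star substrate | Dosing: Compounds dispensed in DMSO | Schedule: 30 min enzyme-substrate-compound incubation at room temperature | Technique: Chemiluminescence readout | Control set: DMSO-only wells and no-enzyme negative control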
beta cell repl = induces beta-cell replication in MIN6 cells; proliferation, % at 10 µM; AID 2380; MIN6 cells proliferation, ATPlite luminescence, 48 h; cells starved in 0.2% serum; 100% = growth in 10% serum; 0.29% of 330,000 active;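 active = compounds whose signal lies at least 3.5 SD above the mean of all wells on their plate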;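 also: 0% = DMSO-treated cells in low-serum medium and 100% = 10% serum control; some compounds called inactive have numbers as strong as hits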
mIAP inh = mouse IAP inhibition; purified mouse IAP, CDP-Star luminescence, 30 min; inhibition, % at 10 µM; 0.2% of 330,000 active;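 active = inhibition of at least 40% at 10 µM in the primary screen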;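 also: plate controls were DMSO with enzyme for no effect and no enzyme wells for full effect; values of inactives mirror those of a sister screen read the other way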
hIAP inh = human IAP inhibition | P09923 | purified IAP, CDP-Star luminescence, 30 min | inhibition, % at 10 µM | 0.12% of 330,000 active;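 active = inhibition reaching a set limit with compound at 10 µM in the primary screen, cut at about 35% in these data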;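 also: plate controls were DMSO wells with enzyme for no effect and no-enzyme buffer wells for full effect; values of inactives mirror those of a sister screen read the other way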
MPTP block = inhibitors of mitochondrial permeability transition pore; isolated mouse mitochondria, Ca2+ swelling absorbance, 30 min; inhibition, % at 10 µM; 1.4% of 360,000 active; AID 602449;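 active = inhibition of 50% or more, scaled per plate between neutral and stimulator controls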;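 also: 0% = DMSO wells given calcium and 100% = 1 mM EGTA wells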
A3G deaminase = blocks human APOBEC3G single-stranded DNA deamination. AID 493012. inhibition, % at 20 µM. Q9HC16. 0.28% of 330,000 active. recombinant A3G, ssDNA deamination FAM/TAMRA fluorescence;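 active = inhibition of at least 40% at 20 µM, with no more than 30% in the related APOBEC3A deaminase screen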;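 also: plate controls were DMSO wells with A3G for no effect and wells lacking A3G enzyme for full effect; some compounds called inactive have numbers as strong as hits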
Target sequence (Q9HC16 whole entry, looked up): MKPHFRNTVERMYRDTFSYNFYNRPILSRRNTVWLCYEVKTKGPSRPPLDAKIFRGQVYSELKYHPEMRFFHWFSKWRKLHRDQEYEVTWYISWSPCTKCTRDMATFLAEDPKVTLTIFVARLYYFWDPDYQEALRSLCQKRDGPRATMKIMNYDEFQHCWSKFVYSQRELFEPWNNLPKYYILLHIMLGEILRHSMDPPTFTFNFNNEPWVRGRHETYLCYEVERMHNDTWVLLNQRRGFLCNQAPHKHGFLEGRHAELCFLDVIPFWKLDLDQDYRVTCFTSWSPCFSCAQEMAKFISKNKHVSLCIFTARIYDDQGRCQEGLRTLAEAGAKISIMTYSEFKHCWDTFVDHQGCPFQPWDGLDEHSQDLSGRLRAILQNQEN
A3A deaminase = human APOBEC3A DNA deaminase inhibition; inhibition, % at 20 µM; AID 493011; recombinant A3A, FAM/TAMRA ssDNA deamination fluorescence; 0.41% of 330,000 active;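 active = at least 40% inhibition at 20 µM here, with at most 30% in a related deaminase screen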;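 also: plate controls were A3A with DMSO for no effect and wells lacking A3A enzyme for full effect; some results filed as inactive read as strong as hits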
Target sequence (P31941 whole entry, looked up): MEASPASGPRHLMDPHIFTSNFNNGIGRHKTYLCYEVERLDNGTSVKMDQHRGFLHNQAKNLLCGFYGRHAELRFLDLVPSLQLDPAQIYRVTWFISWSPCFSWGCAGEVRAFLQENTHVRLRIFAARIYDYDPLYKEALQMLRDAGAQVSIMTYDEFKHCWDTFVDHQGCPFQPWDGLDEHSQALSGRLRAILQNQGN
NR3A LBD binder = modulators (binders) of human NR3A ligand-binding domain; NR3A LBD differential scanning fluorimetry, Tm shift; 0% = protein alone, 100% = glycine-bound protein; Tm shift relative to glycine control, % at 25 µM; 2.5% of 340,000 active; AID 1259313;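 active = melting temperature shift of at least 10% of the positive control shift, at one fixed dose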
* = called active by the depositor.

Results for Cc1nn(-c2ccccc2)c2c1C(c1ccc([N+](=O)[O-])cc1)N1C(=N2)C(=O)Nc2ccccc21 (stereo unspecified) ?
hIAP act: 0.98; mIAP activ: 0.95; beta cell repl: -6; mIAP inh: 5; hIAP inh: 2; MPTP block: 0.4; A3G deaminase: 0; A3A deaminase: -3; NR3A LBD binder: -1

How did Cc1ccc(CS(=O)(=O)CCC(=O)NCCN(C)Cc2ccccc2)cc1 do in these assays?
hIAP act: 0.91; mIAP activ: 0.97; beta cell repl: 4; mIAP inh: 3; hIAP inh: 9; MPTP block: 0.5; A3G deaminase: -6; A3A deaminase: -2; NR3A LBD binder: 4

How did O=C(CN(C(=O)CNS(=O)(=O)c1ccc(F)cc1)C1CCCC1)NCc1ccco1 do in these assays?
hIAP act: 1.1; mIAP activ: 0.99; beta cell repl: -2; mIAP inh: 1; hIAP inh: -12; MPTP block: 0.1; A3G deaminase: -9; A3A deaminase: -3; NR3A LBD binder: 1

How did CCc1cccc(OCC(=O)Nc2cc(S(=O)(=O)N3CCOCC3)ccc2N2CCCC2)c1 do in these assays?
hIAP act: 1.4; mIAP activ: 0.95; beta cell repl: -3; mIAP inh: 5; hIAP inh: -38; MPTP block: -1.4; A3G deaminase: -3; A3A deaminase: -5; NR3A LBD binder: 1

How did Cc1ccc(C)c(N2CCN(C(=O)C3CCC3)CC2)c1 do in these assays?
hIAP act: 1.1; mIAP activ: 0.93; beta cell repl: 0; mIAP inh: 7; hIAP inh: -10; MPTP block: -0.8; A3G deaminase: -4; A3A deaminase: -2; NR3A LBD binder: 4

How did Oc1ccc2ccccc2c1C=Nc1ccc(Cl)cn1 do in these assays?
hIAP act: 1; mIAP activ: 1; beta cell repl: 0; mIAP inh: -5; hIAP inh: -1; MPTP block: 2.1; A3G deaminase: 8; A3A deaminase: 3; NR3A LBD binder: -2

What do the screens show for `CCOC(=O)c1c(C)oc2ccc(OC(=O)COc3c(F)c(F)c(F)c(F)c3F)cc12`?
hIAP act: 1.1; mIAP activ: 0.95; beta cell repl: -1; mIAP inh: 5; hIAP inh: -8; MPTP block: 3.1; A3G deaminase: -7; A3A deaminase: -2; NR3A LBD binder: 1

How did CCN(CCCNC(=O)C1CCCN(S(=O)(=O)c2cnc[nH]2)C1)c1ccccc1 (stereo unspecified) do in these assays?
hIAP act: 1; mIAP activ: 1; beta cell repl: -2; mIAP inh: -4; hIAP inh: -1; MPTP block: -2.5; A3G deaminase: -5; A3A deaminase: -3; NR3A LBD binder: -1

Results for COc1cc(-c2nc3ccc4ccccc4c3c3c2CCC3)cc(OC)c1OC ?
hIAP act: 0.96; mIAP activ: 0.96; beta cell repl: -3; mIAP inh: 4; hIAP inh: 4; MPTP block: 0.6; A3G deaminase: 1; A3A deaminase: 6; NR3A LBD binder: -1

Results for CCOC(=O)Nc1ccc2c(c1)N(C(=O)N1CCN(C)CC1)c1ccccc1S2 ?
hIAP act: 1; mIAP activ: 1.1; beta cell repl: -4; mIAP inh: -5; hIAP inh: 0; MPTP block: -1.5; A3G deaminase: 0; A3A deaminase: -1; NR3A LBD binder: -5

Results for COc1cc(OC)cc(C(C(=O)NC2CCCCC2)N(C(=O)c2ccno2)c2ccccc2)c1 (stereo unspecified) ?
hIAP act: 0.99; mIAP activ: 1.1; beta cell repl: -3; mIAP inh: -6; hIAP inh: 0; MPTP block: -0.5; A3G deaminase: -10; A3A deaminase: -2; NR3A LBD binder: -1

What do the screens show for `CCN(CC)C(=O)[C@H]1C[C@H](CC(=O)NC(C)(C)C)C(=O)N2CCc3c([nH]c4cc(CCC(=O)N(C)C)ccc34)[C@]12C`?
mIAP activ: 0.97; mIAP inh: 3; MPTP block: 2.0; A3G deaminase: -1; A3A deaminase: -3; NR3A LBD binder: 2

Results for C=CCOc1ccc(CN(C)C(=O)CNC(=O)c2ccc(-c3ccccc3)cc2)cc1 ?
hIAP act: 0.92; mIAP activ: 1; beta cell repl: -4; mIAP inh: -3; hIAP inh: 8; MPTP block: -0.7; A3G deaminase: -4; A3A deaminase: 0; NR3A LBD binder: -6

How did Cc1cc(OC(C)C(=O)NCc2ccccn2)c2c(C)c(Cc3ccccc3)c(=O)oc2c1 (stereo unspecified) do in these assays?
hIAP act: 1.2; mIAP activ: 0.96; beta cell repl: -2; mIAP inh: 4; hIAP inh: -20; MPTP block: 1.3; A3G deaminase: -9; A3A deaminase: 0; NR3A LBD binder: -8

Results for Cc1cc(C(C)(C)C)c(O)c(C(C)(C)C)c1 ?
hIAP act: 1; mIAP activ: 0.85; beta cell repl: 0; mIAP inh: 15; hIAP inh: -2; MPTP block: 24; A3G deaminase: -6; A3A deaminase: -1; NR3A LBD binder: 5

Results for COc1ccc(C2=CC(=O)C[C@H](c3ccc(OC)c(OC)c3)C2)cn1 ?
hIAP act: 0.98; mIAP activ: 1; beta cell repl: 6; mIAP inh: -4; hIAP inh: 2; MPTP block: 0.7; A3G deaminase: -7; A3A deaminase: 0; NR3A LBD binder: 0

How did COc1ccc(NC(=O)N2CCCc3ccccc32)c(OC)c1 do in these assays?
hIAP act: 1.1; mIAP activ: 0.94; beta cell repl: 0; mIAP inh: 6; hIAP inh: -14; MPTP block: 0.7; A3G deaminase: -11; A3A deaminase: -6; NR3A LBD binder: -1

How did Cc1cc(-n2c(C)cc(C(=O)CSc3ncnc4ccccc34)c2C)no1 do in these assays?
hIAP act: 0.84; mIAP activ: 0.86; beta cell repl: -5; mIAP inh: 14; hIAP inh: 16; MPTP block: 97*; A3G deaminase: -4; A3A deaminase: -2; NR3A LBD binder: -1

Results for C/C(=N\NC(=O)c1ccc(Cn2cc([N+](=O)[O-])cn2)o1)c1cccc(NC(=O)c2cccnc2)c1 ?
hIAP act: 0.97; mIAP activ: 1; beta cell repl: 0; mIAP inh: -1; hIAP inh: 3; MPTP block: 0.5; A3G deaminase: -1; A3A deaminase: 0; NR3A LBD binder: 1

How did CCN1CCN(C(=O)/C(=C/c2cccs2)NC(=O)c2ccc(C)c(C)c2)CC1 do in these assays?
hIAP act: 1.4; mIAP activ: 1; beta cell repl: -1; mIAP inh: 0; hIAP inh: -38; MPTP block: -0.3; A3G deaminase: -5; A3A deaminase: -3; NR3A LBD binder: 1

Results for COC(=O)CSc1nnc(CNC(=O)c2ccccc2OC)n1-c1ccc(OC)cc1 ?
hIAP act: 0.99; mIAP activ: 0.94; beta cell repl: 0; mIAP inh: 6; hIAP inh: 0; MPTP block: -1.1; A3G deaminase: -1; A3A deaminase: 0; NR3A LBD binder: 1

How did Cc1noc(C)c1S(=O)(=O)N1CCCN(C(=O)/C=C/c2ccccc2F)CC1 do in these assays?
hIAP act: 1.1; mIAP activ: 1; beta cell repl: -1; mIAP inh: -2; hIAP inh: -14; MPTP block: -3.1; A3G deaminase: -7; A3A deaminase: -5; NR3A LBD binder: -1

How did O=C(CCc1nnc(CCCCc2ccccc2)o1)NCCc1cccnc1 do in these assays?
hIAP act: 1; mIAP activ: 0.99; beta cell repl: 2; mIAP inh: 1; hIAP inh: -3; MPTP block: 5.0; A3G deaminase: -2; A3A deaminase: 3; NR3A LBD binder: -1

Results for O=C(Oc1cccc(O)c1)C1CCCCC1 ?
hIAP act: 0.98; mIAP activ: 0.99; beta cell repl: -3; mIAP inh: 1; hIAP inh: 2; A3G deaminase: -1; A3A deaminase: -1

Results for CCOC(=O)c1ccc(-n2c(CN3CCN(CCO)CC3)nc3ccc([N+](=O)[O-])cc3c2=O)cc1 ?
hIAP act: 0.93; mIAP activ: 0.94; beta cell repl: -3; mIAP inh: 6; hIAP inh: 7; MPTP block: 0.3; A3G deaminase: 0; A3A deaminase: 4; NR3A LBD binder: 0

How did COc1cc2c(cc1OC)C(COc1ccc(C(C)C)cc1)NCC2 (stereo unspecified) do in these assays?
hIAP act: 1.5; mIAP activ: 1.1; beta cell repl: -1; mIAP inh: -10; hIAP inh: -45; MPTP block: -0.1; A3G deaminase: 3; A3A deaminase: 0; NR3A LBD binder: 2

How did CCCCCCC(c1c(C)n(C)n(-c2ccccc2)c1=O)c1c(C)n(C)n(-c2ccccc2)c1=O do in these assays?
hIAP act: 1; mIAP activ: 1.1; beta cell repl: -2; mIAP inh: -11; hIAP inh: -1; MPTP block: 2.8; A3G deaminase: -6; A3A deaminase: -3; NR3A LBD binder: -3

What do the screens show for `O=S(=O)(/N=C(/Nc1ccccn1)c1ccccc1)c1ccc(Cl)cc1`?
hIAP act: 0.99; mIAP activ: 1; beta cell repl: 1; mIAP inh: -1; hIAP inh: 1; MPTP block: 1.2; A3G deaminase: 0; A3A deaminase: 7; NR3A LBD binder: 0

How did CCOC(=O)C1CCCN(C(=O)CC(c2ccccc2)c2ccccc2)C1 (stereo unspecified) do in these assays?
hIAP act: 0.97; mIAP activ: 0.92; beta cell repl: 3; mIAP inh: 8; hIAP inh: 3; MPTP block: -0.8; A3G deaminase: -5; A3A deaminase: -3; NR3A LBD binder: 2

How did Cc1cc(C=O)c(C)n1-c1cccc(C(=O)O)c1 do in these assays?
hIAP act: 0.96; mIAP activ: 0.98; beta cell repl: -1; mIAP inh: 2; hIAP inh: 4; MPTP block: -0.7; A3G deaminase: 3; A3A deaminase: 3; NR3A LBD binder: -1

How did Cn1c(CC(=O)Nc2ccccc2)nnc1SCC(=O)NC1=NCCS1 do in these assays?
hIAP act: 0.88; mIAP activ: 0.93; beta cell repl: 1; mIAP inh: 7; hIAP inh: 12; MPTP block: -1.6; A3G deaminase: -4; A3A deaminase: -1; NR3A LBD binder: 0

What do the screens show for `Cc1ccc2[nH]c(=O)c(CN(CCCO)C(C)c3nnnn3Cc3ccco3)cc2c1` (stereo unspecified)?
hIAP act: 1.1; mIAP activ: 1; beta cell repl: 2; mIAP inh: -3; hIAP inh: -5; MPTP block: 0.3; A3G deaminase: -5; A3A deaminase: -8; NR3A LBD binder: 0

How did O=C(COC(=O)c1ccc(Br)cc1)NC1CCCC1 do in these assays?
hIAP act: 0.97; mIAP activ: 0.91; beta cell repl: 0; mIAP inh: 9; hIAP inh: 3; MPTP block: -1.5; A3G deaminase: -8; A3A deaminase: -3; NR3A LBD binder: -3

How did CC(=O)NCCc1nc2cc(NS(=O)(=O)c3ccc(Cl)cc3)ccc2n1C do in these assays?
hIAP act: 0.91; mIAP activ: 1.1; beta cell repl: -4; mIAP inh: -6; hIAP inh: 10; MPTP block: -0.5; A3G deaminase: -2; A3A deaminase: -1; NR3A LBD binder: 0

Results for Cc1ccc(Nc2ncc3c(n2)CC(C)(C)CC3=O)cc1 ?
hIAP act: 0.91; mIAP activ: 0.94; beta cell repl: -4; mIAP inh: 6; hIAP inh: 9; MPTP block: -2.7; A3G deaminase: -11; A3A deaminase: -6; NR3A LBD binder: 0

Three entries already listed, sorted by SMILES length, lowest first:
How did O=C(COC(=O)c1ccc(Br)cc1)NC1CCCC1 do in these assays?
hIAP act: 0.97; mIAP activ: 0.91; beta cell repl: 0; mIAP inh: 9; hIAP inh: 3; MPTP block: -1.5; A3G deaminase: -8; A3A deaminase: -3; NR3A LBD binder: -3

Results for Cc1ccc(Nc2ncc3c(n2)CC(C)(C)CC3=O)cc1 ?
hIAP act: 0.91; mIAP activ: 0.94; beta cell repl: -4; mIAP inh: 6; hIAP inh: 9; MPTP block: -2.7; A3G deaminase: -11; A3A deaminase: -6; NR3A LBD binder: 0

Results for CCOC(=O)c1ccc(-n2c(CN3CCN(CCO)CC3)nc3ccc([N+](=O)[O-])cc3c2=O)cc1 ?
hIAP act: 0.93; mIAP activ: 0.94; beta cell repl: -3; mIAP inh: 6; hIAP inh: 7; MPTP block: 0.3; A3G deaminase: 0; A3A deaminase: 4; NR3A LBD binder: 0

Screening results deposited in PubChem by Sanford-Burnham Center for Chemical Genomics.

Compounds were not picked by outcome. About 5% of those tested had a hit in this group.
